5HT1E antag: blocks the human 5-HT1E serotonin receptor; P28566; AID 571; CHO 5-HT1E Ga15 NFAT-bla reporter, FRET, antagonist; 0.99% of 65,000 active; inhibition, % at 6 µM;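 active = inhibition above a set limit, the mean inhibition across every tested compound plus 3 SD, cut at about 29% in these data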;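 also: signal is the 460 over 535 nm emission ratio of beta-lactamase substrate; 0% = agonist plus DMSO wells and 100% = wells without agonist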
S1P3 agonist: S1P3 (human) receptor agonism | activation, % at 4.5 µM | 0.1% of 60,000 active | Q99500 | S1P3 NFAT-BLA reporter cells, FRET ratio; relative to 1 µM S1P, basal subtracted;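 active = activation above the screen-wide mean plus 3 SD, cut at about 4.5% in these data, passing the limit was not always enough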; also: some compounds called inactive have numbers as strong as hits
Target sequence (Q99500 whole entry, looked up): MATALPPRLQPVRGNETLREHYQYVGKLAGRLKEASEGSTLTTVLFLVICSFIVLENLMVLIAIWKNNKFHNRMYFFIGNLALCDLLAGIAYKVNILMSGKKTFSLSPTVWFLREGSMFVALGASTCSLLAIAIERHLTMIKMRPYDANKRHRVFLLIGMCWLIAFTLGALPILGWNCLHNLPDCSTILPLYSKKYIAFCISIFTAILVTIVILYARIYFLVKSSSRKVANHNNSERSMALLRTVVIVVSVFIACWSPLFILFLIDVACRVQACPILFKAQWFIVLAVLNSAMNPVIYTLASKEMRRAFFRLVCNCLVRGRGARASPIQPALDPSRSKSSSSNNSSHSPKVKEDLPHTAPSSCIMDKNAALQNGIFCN
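Assay system: CHO cells stably expressing human S1P3, Gα16 and NFAT-β-lactamase reporter. Timing: overnight plating, 4 h compound 37 °C, 2 h substrate RT. Signal: β-lactamase FRET emission ratio 460/535 nm. Measure: percent activation versus median 1 µM S1P response, basal-subtracted, per plate. Repeats: primary screen single test, confirmation screen in triplicate.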
S1P1 ag pot: agonists and agonism potentiators of human S1P1 receptor; P21453; S1P1 CRE-bla cells, forskolin, beta-lactamase FRET, potentiator mode; S1P1 agonist co-added at EC20, 2 nM; 100% = saturating reference agonist, 0% = basal; activation, % at 9.5 µM; 0.57% of 56,000 active; AID 449;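 active = activation above a cutoff set at the mean activation of all tested compounds plus 3 SD, cut at about 54% in these data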;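 also: forskolin at 4 µM as EC80 and the EC20 agonist is SEW2871; 100% = SEW2871 at its EC100 plus forskolin at EC80; some compounds past the cut are filed as inactive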
Target sequence (P21453 whole entry, looked up): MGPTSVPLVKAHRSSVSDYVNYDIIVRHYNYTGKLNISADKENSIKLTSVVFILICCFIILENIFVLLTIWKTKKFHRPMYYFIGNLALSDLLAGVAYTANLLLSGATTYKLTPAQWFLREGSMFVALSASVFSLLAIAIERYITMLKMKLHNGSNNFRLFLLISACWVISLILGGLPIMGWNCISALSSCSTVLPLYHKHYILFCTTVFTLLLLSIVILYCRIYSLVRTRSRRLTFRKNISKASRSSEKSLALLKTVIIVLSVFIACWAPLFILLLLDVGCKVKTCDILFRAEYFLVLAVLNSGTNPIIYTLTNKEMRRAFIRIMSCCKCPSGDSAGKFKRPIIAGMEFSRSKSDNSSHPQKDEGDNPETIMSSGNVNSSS
Her2 expr inh: lowers expression of human Her2 kinase; P04626; SKBR-3 HER2 protein level, AlphaScreen, 18-24 h; stronger effect = lower value; HER2 level % of control, % at 10 µM; 0.69% of 65,000 active;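 active = HER2 level under 5% of the carrier-only control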;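 also: 100% = DMSO carrier and 0% = 500 nM PU-H71 HSP90 inhibitor; lower value means stronger loss of Her2 protein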
A340 absorber: compound absorbs light at 340 nm. compound absorbance at 340 nm, fold over control. fold change at 10 µM. 65,000 tested, under 10 active;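 active = at 10 µM dose, initial 340 nm absorbance at least 2 fold that of control wells; inactive = change under 2 fold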;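 also: initial absorbance extrapolated from kinetic A340 decline of NADH oxidation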
MMP-13 inhibitor: blocks human MMP13 activity; P45452; MMP-13 fTHP FRET cleavage, Mca fluorescence; inhibition, % at 4 µM; 0.07% of 65,000 active;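 active = inhibition above the mean of compound-free control plate wells plus 3 SD, cut at about 14% in these data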;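 also: 0% = DMSO wells and 100% = wells with reference MMP-13 inhibitor after basal subtraction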
5HT1E ag: activates the human 5-HT1E serotonin receptor. CHO 5-HT1E Ga15 NFAT-bla reporter, FRET; 0% DMSO wells, 100% control agonist wells. activation, % at 6 µM. 0.69% of 65,000 active. AID 574;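 active = activation above a set limit, the screen-wide mean activation plus 3 SD, cut at about 8.5% in these data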;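 also: 100% = positive control agonist at 1 µM giving full maximal response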
Fluor 339 460: intrinsic fluorescence of library compounds, ex339/em460 – biochemical, MLSMR library, data from DPM-DC assay, artefact control, profiling panel. compound autofluorescence, ex339/em460 nm, NADH buffer; stronger effect = higher value; 1 = no-compound wells, NADH background. fluorescence fold increase at 10 µM. 5.5% of 65,000 active;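 active = at 10 µM, mean starting fluorescence two-fold or more over control wells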;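 also: signal is the first read of a kinetic run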
5-HT1A blocker: antagonists of human 5-HT1a serotonin receptor | P08908 | CHO 5-HT1a Ga15 NFAT-bla reporter, antagonist mode | inhibition, % at 10 µM | 0.68% of 62,000 active | AID 612;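 active = inhibition above the mean of all tested compounds plus 3 SD, cut at about 43% in these data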;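 also: receptor stimulated by 5-CT agonist at 100 nM near EC80; beta-lactamase reporter measured by ratiometric fluorescence of a cleavable substrate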
Starred values were filed as active, the others as inactive; i = inactive; · = no result given; [ ] = another dose, or the depositor's remark.

SMILES	5HT1E antag	S1P3 agonist	S1P1 ag pot	Her2 expr inh	A340 absorber	MMP-13 inhibitor	5HT1E ag	Fluor 339 460	5-HT1A blocker
CCN(CCCNC(=O)CCCCn1c(=O)[nH]c2ccccc2c1=O)c1ccccc1	0.4	0.6	-7.1	126.2	1	-0.6	0.2	1.02	-16.3
O=C1N(c2ccccc2)C2CS(=O)(=O)CC2N1c1ccc(Cl)c(Cl)c1 (configuration not stated)	2.8	-0.5	-22.8	90.2	1.05	-4.0	0.4	1.07	-16.0
CCOC(=O)N1CCC(NC(=O)C(CC(C)C)NC(=O)C2CCCCC2)CC1 (configuration not stated)	-5.3	·	·	63.4	1.03	-2.4	-0.4	1.09	3.5
Cc1noc(C)c1COc1cccc(C(=O)OCCOc2ccc(F)cc2)c1	14.6	0.4	-3.8	100.7	1	6.4	0.0	1.02	-2.7
COc1cccc(C(=O)N2CCN(C3CCC(c4ccccc4)CC3)CC2)c1OC (configuration not stated)	0.7	-1.1	-27.8	86.3	1.04	-4.0	0.6	1.14	4.1
O=c1c2c3c(sc2nc2n1CCCS2)CCCC3	-12.8	-1.8	-16.5	64.4	1.07	-2.7	0.1	1.08	·
COc1cccc(NC(=O)CSCc2n[nH]c(=O)[nH]2)c1	-1.3	-0.4	·	89.2	1.05	3.6	-0.3	1.08	0.2
CCCN1CCN(C(=O)c2cccc3c2C(=O)N(CCOC)C3)CC1	7.2	-0.8	-2.7	82.6	1.03	8.3	1.6	1.1	-2.1
Cc1ccc(C(C(=O)NC(C)(C)C)N(C(=O)c2csnn2)c2ccccc2F)o1 (configuration not stated)	-0.1	0.5	6.9	123.1	1	2.0	0.8	1.02	3.9
NC(=O)CSc1nnc(-c2ccc(S(=O)(=O)N3CCOCC3)cc2)n1Cc1ccccc1	12.4	-0.9	1.2	129.4	0.97	1.0	-1.0	1.03	-3.6
CS(=O)(=O)N1CCc2cc(-c3csc(NC(=O)Cc4cccs4)n3)ccc21	-8.1	-1.3	41.5	79.9	0.97	4.9	-0.2	1.06	-15.6
COc1ccc(C2C(C(N)=O)=C(C)Nc3nc(-c4ccccc4Cl)nn32)c(OC)c1 (configuration not stated)	-2.8	-0.7	-18.2	70.9	1.04	3.0	0.3	1.07	0.9
CCN(CC)S(=O)(=O)c1ccc2nc(CSc3nnnn3-c3ccc(O)cc3)[nH]c2c1	-2.4	-0.6	-21.4	114.7	1.02	-3.2	0.0	1.09	-0.2
CC(=O)NC1C(=O)SC1(C)C (configuration not stated)	5.5	-0.8	4.4	91.3	1.01	2.9	0.8	1.06	-1.0
COc1cccc(NC(=O)COC(=O)c2cccnc2)c1	0.0	-0.6	1.8	90.9	1	3.7	2.7	1.02	1.2
COc1ccc(-c2cc(C(F)(F)F)nc(N3CCN(Cc4ccccc4)CC3)n2)cc1OC	-6.4	·	·	96.9	1.11	-2.6	0.1	1.21	-15.2
COc1cc(OC)cc(C(=O)NCC(=O)N2CCC(C)CC2)c1	0.1	0.2	3.9	93.9	1.03	-7.8	0.1	1.09	-6.8
Cc1cc(N2CCOCC2)nc(SCC(=O)c2ccccc2)n1	1.8	·	·	·	1.01	-2.5	0.0	1.13	-5.8
CCN1CCN(C(=O)c2ccc3c(c2)N(Cc2ccc(F)cc2)C(=O)c2ccccc2S3=O)CC1 (configuration not stated)	1.0	-0.6	-19.6	81.0	1.03	5.2	0.5	1.1	-7.5
C=CCn1c(SCC(=O)Nc2cc(C)cc(C)c2)nnc1-c1cnccn1	-3.5	0.0	-11.3	103.8	1.01	-2.6	1.0	1.08	-0.4
O=C(Nc1ccc(S(=O)(=O)NC2CCCC2)cc1)c1cnccn1	-4.4	-1.0	-11.9	94.9	0.99	7.6	0.0	1.06	-12.0
CCCCN(CCCC)C(=O)CN(C)S(=O)(=O)c1ccc2c(c1)n(C)c(=O)c(=O)n2C	-4.1	-0.3	-6.5	92.4	1.01	-5.0	1.0	1.37	-12.8
CCn1c(=O)cc(OCC(=O)N(C)c2ccccc2F)c2ccccc21	13.9	-0.5	-6.6	89.1	1.04	-1.3	0.8	1.11	-4.4
CC(=O)c1c(C)[nH]c(C(=O)CSc2nnc(CN3CCCCCC3=O)n2-c2ccccn2)c1C	-2.4	-0.9	-10.5	127.6	1.02	4.3	0.4	1.02	-1.3
COc1cccc(CNc2ccc(Br)cn2)c1O	-0.6	-4.1	-10.8	70.4	1.03	-6.2	-0.2	1.08	·

In the list so far, these contain a thiophene ring, fused or not.
SMILES	5HT1E antag	S1P3 agonist	S1P1 ag pot	Her2 expr inh	A340 absorber	MMP-13 inhibitor	5HT1E ag	Fluor 339 460	5-HT1A blocker
O=c1c2c3c(sc2nc2n1CCCS2)CCCC3	-12.8	-1.8	-16.5	64.4	1.07	-2.7	0.1	1.08	·
CS(=O)(=O)N1CCc2cc(-c3csc(NC(=O)Cc4cccs4)n3)ccc21	-8.1	-1.3	41.5	79.9	0.97	4.9	-0.2	1.06	-15.6

Further results
SMILES	5HT1E antag	S1P3 agonist	S1P1 ag pot	Her2 expr inh	A340 absorber	MMP-13 inhibitor	5HT1E ag	Fluor 339 460	5-HT1A blocker
COc1ccc(Cc2nnc(SCC(=O)N3CCN(c4ccccc4)CC3)o2)cc1	-3.2	0.4	-6.5	102.1	1.06	-0.4	-0.6	1.11	1.9
O=C1OCCC1S(=O)(=O)c1ccc2ccccc2c1 (configuration not stated)	6.5	-0.9	14.0	136.9	1.06	0.6	-0.3	1.06	13.6
COc1ccc(-n2nnc3c(SCC(=O)c4ccccc4)ncnc32)cc1	-4.2	-0.7	-53.3	76.8	1	2.7	-0.5	1.26	-16.6
CCOC(=O)C1=C(O)CSC1=Nc1ccccc1	4.8	-0.8	-25.1	55.3	1.04	5.2	0.9	1.04	-5.7
Cc1ccc(N2C(=O)c3cccc4c(N5CCN(C)CC5)ccc(c34)C2=O)c2cccnc12	5.9	-1.0	71.5	153.0	1.06	3.4	1.3	1.24	-2.4
CCOC(=O)c1ccc2[nH]c(C)cc(=O)c2c1	11.8	-0.7	-11.9	90.3	1.07	-54.8[fluorescence artefact?]	-0.3	2.08*	9.2
CC(=O)c1ccc(OCCCC(=O)n2nnc3ccccc32)cc1	1.4	-1.1	-0.5	96.8	0.99	2.8	-0.4	1.11	-10.4
C=CCn1c(N)nc2ccccc21	-9.6	-0.9	2.3	164.6	0.99	1.9	0.7	1.1	-6.4
CCC(c1nnnn1CS(=O)(=O)c1ccc(C)cc1)N1CCN(c2nc3ccccc3s2)CC1 (configuration not stated)	-6.5	0.2	-7.5	76.9	0.97	-5.5	0.4	1.07	8.6
CC(C)c1cc(C(=O)N2CCN(C(c3ccccc3)c3ccccc3)CC2)no1	2.6	-0.2	75.6*	99.8	1.02	6.2	0.4	1.13	-10.0
CCOc1ccc(N(CC(=O)Nc2ccc3c(c2)OCCO3)S(=O)(=O)c2c(C)noc2C)cc1	-2.4	-0.1	-14.2	91.0	1.06	2.0	0.7	1.12	8.2
C=CCn1c(SCCCCCC)nc(O)cc1=O	0.1	-0.3	0.6	110.4	1.01	-8.9	0.2	1.07	-0.5
CCc1ccc(NC(=O)CSc2nnc(-c3ccccn3)n2C)cc1	-7.5	-0.5	-17.8	125.4	1	1.6	-0.4	1.09	-10.2
O=C(CSc1ccc2nnc(-c3ccc(F)cc3)n2n1)NCC1CCCO1 (configuration not stated)	-12.7	0.0	-5.2	105.9	1.01	-14.8	-0.6	2.28*	-8.0
COc1ccc(N2CCN(C(c3cc(OC)ccc3OC)c3nnnn3Cc3ccco3)CC2)cc1 (configuration not stated)	-4.7	-0.6	-11.9	80.0	1	-3.1	0.1	1.03	25.0
Cc1nc2sc3c(c2c(=O)[nH]1)CCC3	-3.0	-1.7	-20.8	82.4	1.05	0.5	-1.6	1.14	7.8
CC(C)(C)C1CCc2[nH]nc(C(=O)O)c2C1 (configuration not stated)	7.9	-1.1	-0.6	94.7	0.99	-2.9	-1.5	1.03	9.3
Cc1ccc(CNC(=O)C2CC(=O)OC23CCCC3)c(C)c1 (configuration not stated)	2.1	0.6	1.9	75.9	1.01	-2.0	-0.3	1.03	-8.6
COc1ccccc1OC1=NS(=O)(=O)c2ccccc21	5.6	0.6	-8.3	111.8	1.02	-0.8	-1.2	1.07	3.5
O=c1oc2cc(O)ccc2cc1-c1ccc(F)cc1	6.9	-0.1	·	73.5	1.08	i[fluorescence artefact?]	3.1	3.81*	-1.1
O=C(CSc1nnnn1-c1ccccc1)N1CCc2ccccc2C1	-7.2	-1.3	1.9	131.4	1.01	1.6	-0.2	1.07	-22.2
COc1ccccc1-c1cn(S(=O)(=O)c2ccc(F)cc2)nc1N	1.5	-1.6	16.9	66.6	1.04	-0.3	0.0	1.13	10.1
Cc1noc(C)c1COC(=O)c1ccc(-c2nc3ccccc3s2)s1	9.2	0.0	7.5	137.3	1.07	-5.5	-0.6	3.96*	3.8
COc1cc2c(C(=O)NCCCN3CC(C)CC(C)C3)cn(CC(C)C)c(=O)c2cc1OC (configuration not stated)	2.8	·	·	98.5	1.03	2.0	1.4	1.14	-2.6
C=CCn1c(CSc2nc3ccccc3s2)nnc1SCC(=O)NCCN1CCOCC1	0.3	-1.2	-9.3	81.6	1.04	-4.9	-0.3	1.06	0.3

Next part:
SMILES	5HT1E antag	S1P3 agonist	S1P1 ag pot	Her2 expr inh	A340 absorber	MMP-13 inhibitor	5HT1E ag	Fluor 339 460	5-HT1A blocker
Cc1cc(NC(=O)c2cc3n(n2)C(C(F)(F)F)CC(c2ccco2)N3)n(-c2ccccc2)n1 (configuration not stated)	2.3	-0.4	6.5	82.9	1	-1.4	0.1	1.1	12.9
Cn1c(=O)c2c(SCC(=O)NCc3ccco3)nc(CC(C)(C)C)nc2n(C)c1=O	-0.1	-0.8	0.8	74.5	1.03	-0.3	1.7	1.09	-4.8
CCOC(=O)c1cc2c(=O)n3cccc(C)c3nc2n(CCc2ccc(OC)c(OC)c2)c1=N	4.7	-1.5	9.2	92.8	1.03	-9.0	0.5	1.24	1.3
O=C(COc1ccccc1O)c1cccs1	5.0	-0.9	4.8	98.0	1.02	4.2	0.8	1.06	3.5
CCN(Cc1ccncc1)C(=O)c1cccc(S(=O)(=O)N2CCOCC2)c1	6.6	·	·	82.3	1.04	-4.0	-1.3	1.08	4.0
COc1ccc(OC)c(C(=O)CSc2nnc(-c3cccnc3)n2C)c1	1.6	-1.3	·	98.5	1.04	1.9	-0.8	1.17	4.7
CC1CC(c2ccccc2)n2nc(NC(=O)c3ccco3)nc2N1 (configuration not stated)	7.8	-0.7	-5.2	106.8	1.04	2.4	-0.6	1.15	-11.1
CCCCCOC(=O)Cc1c(C)nc(-c2ccccc2)[nH]c1=O	-0.8	-3.3	-2.1	101.6	1.01	2.8	-0.3	1.09	·
Cc1ccc(-n2ncc3c(=O)n(CC(=O)N4CCCc5ccccc54)cnc32)cc1C	-3.5	-1.4	-1.5	67.7	1	0.3	0.3	1.07	-6.4
c1ccc(-n2ncc3c(N4CCCCC4)ncnc32)cc1	3.1	-0.9	-9.6	79.2	0.99	13.3	0.8	1.05	2.4
O=C(Nc1ccc2c(c1)OCO2)c1cc2ncc(Br)cn2n1	0.5	-0.2	·	101.0	1.01	0.9	-0.4	1.03	2.0

The order is random. Share with any hit: about 8.5%.
